HCV NS3 hel inh = blocks Hepatitis C virus NS3 helicase unwinding | NS3 helicase DNA unwinding, Cy5 molecular beacon fluorescence | inhibition, % at 10.9 µM | hit rate 0.56% among 290,000 | AID 1800;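 active = inhibition above the mean of all tested compounds plus 3 SD, set per campaign, cut at about 35% in these data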;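 also: 0% = DMSO wells and 100% = thioflavine S control wells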
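Compound dosing – single dose, 10.9 µM nominal final, DMSO 0.8% final · System – NS3 helicase fragment of HCV · Buffer or medium – MOPS pH 6.5, MgCl2, DTT, Tween20, BSA · Signal – Cy5 beacon fluorescence read at start and 1 h · Also added – annealed dual-labelled DNA beacon duplex, ATP-started · Schedule – 1 h at 25 °C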
VIM-2 inh = inhibitors of Pseudomonas aeruginosa VIM-2 metallo-beta-lactamase | inhibition, % at 5.6 µM | purified VIM-2, nitrocefin hydrolysis, epi-absorbance fluorescence | hit rate 0.89% among 290,000;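 active = inhibition above the mean of all tested compounds plus 3 SD, cutoff set per screening run, cut at about 7.5% in these data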;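 also: red hydrolysis product quenches plate fluorescence so inhibitors raise well fluorescence; 0% = enzyme with DMSO and 100% = DMSO without enzyme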
UBC9 SUMO inh = SUMOylation inhibition; P63279; HTRF SUMOylation assay, SAE1/SAE2 + UBC9, in vitro; inhibition, % at 35 µM; hit rate 0.36% among 290,000; in the data active = inhibition above about 50%, passing the limit was not always enough; also: strong numbers were not always called active
Target sequence (P63279 whole entry, looked up): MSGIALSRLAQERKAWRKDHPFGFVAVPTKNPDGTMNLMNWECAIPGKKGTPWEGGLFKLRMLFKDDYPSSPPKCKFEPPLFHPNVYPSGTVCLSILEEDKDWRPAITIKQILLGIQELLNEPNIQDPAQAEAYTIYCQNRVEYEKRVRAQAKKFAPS
IMP-1 inh = blocks Pseudomonas aeruginosa IMP-1 metallo-beta-lactamase | hit rate 0.45% among 290,000 | inhibition, % at 5.6 µM | purified IMP-1, nitrocefin hydrolysis, epi-absorbance fluorescence;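 active = inhibition above the mean plus 3 SD of all compounds in the same screening run, cut at about 4.5% in these data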;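 also: 0% = IMP-1 with DMSO and 100% = DMSO wells lacking enzyme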
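System – purified recombinant IMP-1 beta-lactamase · Input – IMP-1 dispensed at 0.2 nM · Timing – 15 min preincubation plus 25 min reaction at 25 °C · Signal – Epi-absorbance fluorescence, 480 nm excitation, 530 nm emission · Measure – percent IMP-1 inhibition derived from blank-referenced optical density · Controls – Enzyme-plus-DMSO low control, enzyme-free DMSO high control · Replication – singlicate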
PHOSPHO1 block = inhibitors of human PHOSPHO1 phosphatase | recombinant PHOSPHO1, absorbance phosphatase assay | Q8TCT1 | inhibition, % at 13.3 µM | AID 1565 | hit rate 1.1% among 290,000; in the data active = inhibition above about 60%
Target sequence (Q8TCT1 whole entry, looked up): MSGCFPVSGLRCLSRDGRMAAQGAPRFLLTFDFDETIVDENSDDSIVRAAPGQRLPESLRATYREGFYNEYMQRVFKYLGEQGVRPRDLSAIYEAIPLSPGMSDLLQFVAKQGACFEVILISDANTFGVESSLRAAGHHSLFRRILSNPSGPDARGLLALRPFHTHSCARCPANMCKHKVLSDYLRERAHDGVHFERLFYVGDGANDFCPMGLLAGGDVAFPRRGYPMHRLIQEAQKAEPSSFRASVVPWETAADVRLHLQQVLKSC
p-CIP stab down = p/CIP protein destabilization; Q05BA5; F442A p/CIP-EGFP cells, EGFP fluorescence, 16 h; decrease of EGFP signal, % at 10 µM; hit rate 0.01% among 290,000;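 active = EGFP signal decrease of at least 30% at 10 µM or well 3 SD below plate mean, unless failing retest; inactive = the rest, including hits failing retest or dose response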; also: some compounds called inactive have numbers as strong as hits; many of its hits are not listed in these tables
IDE act = activators of human insulin-degrading enzyme in cells | P14735 | HEK cells, FAbeta-B cleavage, fluorescence polarization; 0% vehicle, 100% cell-free pure enzyme wells | activation, % at 5.96 µM | hit rate 0.073% among 340,000 | AID 493087;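 active = activation above the mean of all tested compounds plus 3 SD, set per screening campaign, cut at about 17% in these data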
MEKK3 PB1 HTS = raises or lowers MEK5 binding to the human MEKK3 PB1 domain. Q99759. bead-based flow cytometry, Alexa488-MEK5 binding to MEKK3; actives lie on both sides; 0 = blocked by unlabeled MEK5, 100 = vehicle. binding response (% of control), % at 10 µM. hit rate 1.4% among 290,000. AID 1529;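 active = binding response more than 3 SD above or below the average of its plate-row segment, actives on both sides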;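 also: Alexa488 bead fluorescence after subtracting the streptavidin-only scavenger bead signal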
Target sequence (Q99759 whole entry, looked up, the tested form may be a part): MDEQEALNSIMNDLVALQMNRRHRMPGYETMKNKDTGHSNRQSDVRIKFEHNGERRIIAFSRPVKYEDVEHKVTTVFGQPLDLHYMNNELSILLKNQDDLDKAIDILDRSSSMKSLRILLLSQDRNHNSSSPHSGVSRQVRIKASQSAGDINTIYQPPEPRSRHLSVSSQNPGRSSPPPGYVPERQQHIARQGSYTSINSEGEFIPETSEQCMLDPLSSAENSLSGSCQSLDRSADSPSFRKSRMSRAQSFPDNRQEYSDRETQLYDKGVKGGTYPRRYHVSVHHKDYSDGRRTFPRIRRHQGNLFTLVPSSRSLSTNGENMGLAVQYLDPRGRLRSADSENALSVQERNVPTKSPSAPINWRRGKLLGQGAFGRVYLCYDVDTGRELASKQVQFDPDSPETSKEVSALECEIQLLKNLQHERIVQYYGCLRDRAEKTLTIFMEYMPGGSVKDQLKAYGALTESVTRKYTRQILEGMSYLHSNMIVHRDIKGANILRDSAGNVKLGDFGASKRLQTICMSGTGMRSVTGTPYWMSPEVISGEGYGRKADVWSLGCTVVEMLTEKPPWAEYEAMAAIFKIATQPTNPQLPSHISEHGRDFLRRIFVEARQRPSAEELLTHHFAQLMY
FID counter = counter-screen for HCV NS3 helicase inhibitors: DNA intercalator displacement. DNA fluorescent intercalator displacement, fluorescence. inhibition, % at 7.9 µM. hit rate 0.17% among 290,000; in the data active = inhibition above about 37%;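 also: 0% = vehicle and 100% = reference compound; higher means more ethidium bromide displaced from hairpin DNA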
* marks the source's active call; other numbers are inactive results; . = no result given.

Values in the order – HCV NS3 hel inh, VIM-2 inh, UBC9 SUMO inh, IMP-1 inh, PHOSPHO1 block, p-CIP stab down, IDE act, MEKK3 PB1 HTS, FID counter
O=C(COC(=O)c1ccc(NS(=O)(=O)c2cccs2)cc1O)Nc1ccc(F)cc1
    -8.7, -2.4, -6.0, -2.4, 11.9, 5.1, -2.1, 104.0, -4.7
COc1cccc(OCc2nc(-c3cccc([N+](=O)[O-])c3)no2)c1
    -20.8, 0.7, 1.5, -1.8, -7.7, 9.6, ., 87.0, 5.2
CC1CC(C)CN(C(=O)/C=C/c2ccc([N+](=O)[O-])s2)C1 (stereo not given)
    4.4, -1.2, 14.4, -0.2, 22.6, -4.7, -0.6, 95.0, -5.7
COc1ccccc1C(=O)C1CCCN(C(=O)CSc2ccccn2)C1 (stereo not given)
    8.9, -2.2, 15.0, -0.9, 31.1, -5.9, 7.0, 107.0, -15.6
O=C(O)c1ccccc1OCCOCCOc1ccccc1C(=O)O
    6.7, -1.2, 3.5, -4.2, 0.9, -1.5, 1.4, 100.0, -0.1
O=C(O)CN1C(=O)SC(Nc2ccc(C(=O)O)cc2)C1=O (stereo not given)
    4.8, -4.1, 5.5, -5.6, -2.7, 5.1, 2.3, 106.0, 0.1
Cc1ccc(NS(=O)(=O)c2ccc(NC(=O)c3cccs3)cc2)c(C)c1
    -16.0, -3.1, 6.1, -2.5, 8.4, -7.4, 1.1, 106.0, -1.7
O=C1c2ccccc2C(=O)c2cc(S(=O)(=O)Nc3ccccc3)ccc21
    -3.1, -1.6, -25.3, -2.2, 0.6, 6.5, 3.1, 86.0, 9.2
Cc1ccc(N(C(=O)c2csnn2)C(C(=O)NC(C)(C)C)c2ccccn2)cc1 (stereo not given)
    0.1, -1.4, -3.6, -2.9, 27.9, -7.0, 9.3, 107.0, -4.3
COc1ccc(Cl)cc1NC(=S)N1CCN(S(C)(=O)=O)CC1
    5.5, -0.9, 20.6, -2.2, 23.9, 1.4, -7.7, 99.0, -2.7
COc1ccccc1/C=N/n1c(C)nnc1-n1nc(C)cc1C
    0.3, -4.1, 7.9, -5.4, -2.0, -4.0, 1.1, 91.0, 1.0
CCn1c(CNC(=O)c2cccs2)nnc1SCC(=O)NCCc1ccccc1
    0.6, -4.4, 11.7, -2.8, 10.6, -6.7, 2.7, 101.0, -19.9
CCOC(=O)c1sc(-c2ccc(Br)cc2)cc1N
    -12.9, 0.7, -4.4, -0.2, -45.6, 10.1, -2.0, 96.0, -2.3
Cn1c(=O)c2c(nc(NCCNC(=O)c3ccco3)n2Cc2ccc(F)cc2)n(C)c1=O
    4.4, -1.2, -5.9, -0.1, -4.1, 5.5, 1.0, 99.0, -11.8
CCC(C)c1ccc(NC(=S)N2CCN(c3ccccn3)CC2)cc1 (stereo not given)
    -0.9, -5.1, -3.8, -1.8, 31.3, 0.2, 2.5, 101.0, -21.7
COc1cccc(C(=O)Nc2nc3ccccc3[nH]2)c1
    5.5, -4.8, 21.2, -4.5, -2.7, -5.8, -0.4, 96.0, -4.8
Cc1cccc(CN2CCC(CNC(=O)C3CCCN(S(=O)(=O)c4cnc[nH]4)C3)CC2)c1 (stereo not given)
    -5.2, 0.6, 5.2, -1.4, 9.7, -2.1, 7.1, 100.0, 6.7
CCOc1cc2[nH]c(=S)n(CCOC)c(=O)c2cc1OCC
    -3.8, -1.4, 10.9, -0.7, 17.4, 6.2, -1.1, 104.0, -6.1
CCN1CCCC1CNC(=O)CSCc1nc(-c2ccccc2C)oc1C (stereo not given)
    -8.7, -1.6, 21.7, -3.0, 40.3, -3.4, 6.9, 99.0, 4.5
O=C(CNC(=O)c1ccco1)N/N=C/c1cccs1
    8.8, -3.0, 15.9, -1.1, 23.7, -7.3, 1.2, 106.0, -3.2

Individual results from the results shown.
CCOC(=O)c1sc(-c2ccc(Br)cc2)cc1N in p-CIP stab down = 10.1
CCOc1cc2[nH]c(=S)n(CCOC)c(=O)c2cc1OCC in IMP-1 inh = -0.7
O=C(O)c1ccccc1OCCOCCOc1ccccc1C(=O)O in FID counter = -0.1
COc1cccc(OCc2nc(-c3cccc([N+](=O)[O-])c3)no2)c1 in VIM-2 inh = 0.7
CCC(C)c1ccc(NC(=S)N2CCN(c3ccccn3)CC2)cc1 (stereo not given) in MEKK3 PB1 HTS = 101.0

The list continues.
Values in the order – HCV NS3 hel inh, VIM-2 inh, UBC9 SUMO inh, IMP-1 inh, PHOSPHO1 block, p-CIP stab down, IDE act, MEKK3 PB1 HTS, FID counter
O=C(Nc1ccc(Br)cc1)c1cccc(OC(=S)N2CCOCC2)c1
    -14.7, -0.6, 3.6, -1.1, 40.5, -17.0, 0.9, 103.0, -5.7
COC(CNC(=O)c1ccc2c(c1)nc(C)n2-c1cccc(F)c1)OC
    -1.4, 1.1, -0.2, 1.0, 12.6, -1.1, 0.8, 94.0, -15.2
O=C(O)/C=C/C(=O)NCCC1=CCCCC1
    3.0, -1.8, 12.4, -3.0, -4.6, 3.9, 8.3, 124.0, -11.8
CCc1nn(CC(=O)NCCCN(C)C2CCCCC2)c(=O)c2cc3occc3n12
    3.2, 0.0, -5.4, -1.3, 15.4, 0.4, 0.4, 100.0, 9.2
Cc1ccc(NC(=O)CCC(=O)NNC(=O)c2ccccc2[N+](=O)[O-])c(C)c1
    -10.2, -4.4, 17.0, -1.6, 32.0, 2.8, 1.5, 102.0, -2.3
COC(=O)Cn1c(=NC(=O)c2sc3ccccc3c2Cl)sc2cc(S(N)(=O)=O)ccc21
    3.6, -1.7, 39.1, -2.1, 5.6, 0.0, -3.3, 98.0, -5.4
CC(=O)c1c(O)ccc2c(-c3ccccc3)cc(=O)oc12
    -1.6, -2.7, -3.7, -1.6, -1.5, -12.0, 4.2, 101.0, -7.4
CCCn1c(N)c(C(=O)CSc2nnc(C)n2Cc2ccccc2)c(=O)n(C)c1=O
    -6.0, -0.9, 7.2, -1.7, 20.1, -8.4, -1.1, 105.0, -30.2
O=C(OCC(=O)N1CCOCC1)c1cccc(F)c1
    9.4, -2.8, 11.1, -4.9, 4.1, -7.3, 2.2, 100.0, -4.0
O=C(CSc1nnc(-c2ccccc2NC(=O)c2ccccc2)o1)OC1CCCCC1
    -2.7, -4.1, ., -0.6, ., ., 3.3, 102.0, 0.9
CCOC(=O)c1cnn(-c2ccc(C)cc2)c1N
    3.2, -8.7, 6.9, -2.3, 10.8, -2.3, 0.5, 101.0, 0.6
COc1ccc(-c2cc(C(=O)Nc3cc(OC)c(OC)c(OC)c3)no2)cc1OC
    -0.1, -2.8, -10.2, -4.2, 41.9, -22.9, 4.8, 104.0, -8.5
CC(=O)N1CCCc2cc(S(=O)(=O)N3CCCC(C(=O)NCc4ccc(C)cc4)C3)ccc21 (stereo not given)
    5.5, -1.6, -3.5, -3.8, 11.9, -10.3, -4.0, 102.0, -48.4
Cc1cc(N/N=C/c2ccc(O)cc2O)nc(N2CCOCC2)n1
    -3.4, -4.0, 4.9, -3.1, 21.0, -4.2, 1.8, 104.0, 14.5
CC(=O)c1ccc(NC(=O)Nc2ccc(Cl)cc2)cc1
    -4.8, -2.9, -2.6, -2.6, 7.1, -15.7, 1.7, 109.0, 6.2
CC(=O)N1c2ccc(S(=O)(=O)N3CCC(C(=O)N4CCN(c5ccc(Cl)cc5)CC4)CC3)cc2CC1C (stereo not given)
    -17.1, -0.9, 7.6, -2.7, 52.9, -9.3, -22.4, 103.0, -54.4
CC(=O)c1ccc(NC(=O)CCc2ccc(C)o2)cc1
    -3.5, -1.1, 7.0, -2.4, 3.3, -1.8, 3.0, 107.0, -9.7
Cc1ccc(C(=O)N/N=C/c2ccoc2)cc1C
    28.2, -1.2, -1.6, -0.8, 31.3, 5.2, -2.5, 87.0, -24.2
CCOC(=O)C1CCN(C(=O)CSC2=NCCS2)CC1
    10.6, 1.6, -3.9, -0.6, -2.4, 9.0, 8.8, ., -1.7
Cc1cccc(-n2nc3c(c2NC(=O)c2ccco2)CS(=O)(=O)C3)c1C
    -4.8, -0.4, -12.9, -2.3, 1.8, -11.2, 0.7, 105.0, 14.6

Further records:
Values in the order – HCV NS3 hel inh, VIM-2 inh, UBC9 SUMO inh, IMP-1 inh, PHOSPHO1 block, p-CIP stab down, IDE act, MEKK3 PB1 HTS, FID counter
O=C(O)CC(NC(=O)C(c1ccccc1)c1ccccc1)c1ccc(F)cc1 (stereo not given)
    9.5, -2.5, -6.7, -3.4, -25.8, 3.5, -0.3, 99.0, -28.2
COc1ccc(OCC(=O)c2c(O)c3ccccc3oc2=O)cc1
    16.5, -2.6, -2.4, -6.4, -35.4, -10.6, -2.7, 99.0, -14.5
O=C(Nc1ccc(Cl)c(Cl)c1)C1=Cc2ccccc2OC1
    -2.5, -3.0, 1.0, -2.6, -15.8, -18.4, 2.8, 110.0, 5.5
CCNC(=O)c1cnn(-c2ccccc2)c1-c1ccccc1
    14.8, -2.6, -1.0, -5.5, 27.0, 1.2, 3.9, 103.0, -14.6
O=C1COc2ccc(C(=O)c3ccccc3C(=O)O)cc2N1
    -1.6, -0.3, 10.2, -1.6, -17.8, 0.1, 3.5, 101.0, -1.4
CCCOc1ccc(-c2nc3c(c(=O)[nH]c(=O)n3Cc3ccccc3)n2CCO)cc1OCC
    -11.9, -3.9, 7.6, -6.5, 22.4, 11.7, 0.0, 100.0, -48.4
O=C(O)CN1C(=O)/C(=C\c2cc(Br)ccc2OCc2ccc(Cl)cc2)SC1=S
    38.9*, 0.7, 36.4, 1.1, 47.9, -1.8, -0.7, 101.0, 15.3
COc1ccccc1NC(=O)CSc1ncn(-c2ccccc2)n1
    -6.7, -3.6, -12.0, -1.2, 8.5, -3.6, 4.1, 100.0, -10.8

Entries of single compounds from above.
O=C(Nc1ccc(Cl)c(Cl)c1)C1=Cc2ccccc2OC1 is listed with HCV NS3 hel inh = -2.5; VIM-2 inh = -3.0; UBC9 SUMO inh = 1.0; IMP-1 inh = -2.6; PHOSPHO1 block = -15.8; p-CIP stab down = -18.4; IDE act = 2.8; MEKK3 PB1 HTS = 110.0; FID counter = 5.5
COc1ccc(OCC(=O)c2c(O)c3ccccc3oc2=O)cc1 is listed with HCV NS3 hel inh = 16.5; VIM-2 inh = -2.6; UBC9 SUMO inh = -2.4; IMP-1 inh = -6.4; PHOSPHO1 block = -35.4; p-CIP stab down = -10.6; IDE act = -2.7; MEKK3 PB1 HTS = 99.0; FID counter = -14.5

Screening results: PubChem BioAssay, several laboratories

This is a subset. The share of hits here may be higher or lower than overall.
